Rpn11 block – Rpn11 (human) deubiquitinase inhibition; O00487; human 26S proteasome, Ub4-pepOG fluorescence polarization; 20S core pre-blocked with epoxomicin; calls only at 20 µM; 0.59% of 360,000 active;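 active means inhibition at 20 µM, scaled to each plate's controls, above about 33%, limit read from the data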
MT1-MMP act inh – inhibitors of human MT1-MMP activation | GFP/RFP ratio change, % at 20 µM | P50281 | HT1080 RFP-PRO-GFP cells, GFP/RFP ratio fluorescence, overnight; percent of plate control window, DMSO zero | AID 651647 | 0.061% of 360,000 active;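 active means GFP/RFP ratio change of at least 30% with cell ATP level not reduced by more than half and red fluorescence within 50% of control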; further: strong numbers were not always called active
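Assay system: HT1080 RFP-PRO-GFP cells. Benchmarks: DMSO vehicle wells and RFP-L50D-GFP reporter cell wells. Times: overnight cell settling, then overnight compound exposure, 37 °C, 5% CO2. Compound: 20 µM single dose, 1% DMSO. Read-out basis: GFP/RFP fluorescence ratio.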
Neddylation inh – blocks human cullin neddylation | P61081+Q13564 | AID 651699 | TR-FRET cullin neddylation, biochemical | 0.58% of 360,000 active | calls only at 25 µM; in the data active means inhibition above about 36%
PABP1 MLLE inh – inhibitors of microRNA-mediated deadenylation, human PABP1 MLLE binding. GST-MLLE / FITC-PAM2 fluorescence polarization. inhibition, % at 20 µM. P11940. 0.36% of 360,000 active; in the data active means inhibition above about 35%, passing the limit was not always enough;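 further: plate controls were DMSO wells with GST-MLLE for no effect and wells lacking GST-MLLE protein for full effect; some results filed as inactive read as strong as hits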
NadD inh – inhibitors of Staphylococcus aureus NadD; inhibition, % at 20 µM; 0.78% of 360,000 active; purified NadD enzyme, colorimetric absorbance read-out; in the data active means inhibition above about 26%; further: some compounds past the cut are filed as inactive
Rin1 Abl inh – inhibitors of human Rin1-Abl protein interaction; P00519+Q13671; TR-FRET Rin1/Abl binding, biochemical; inhibition, % at 7.35 µM; 0.4% of 360,000 active; in the data active means inhibition above about 5%, passing the limit was not always enough
CSN inh – inhibitors of human CSN-mediated cullin deneddylation. inhibition, % at 12.5 µM. Q92905. Purified CSN, SCF-Nedd8-OG deneddylation, fluorescence polarization. AID 651999. 0.38% of 360,000 active;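 active means pattern-corrected inhibition above about 35%, with an unprinted fluorescence ratio check between 0.5 and 1.5, limit read from the data, passing the limit was not always enough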;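 further: 0% = enzyme with substrate and 100% = substrate without enzyme; some results filed as inactive read as strong as hits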
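Assay system: Purified human Csn5 enzyme expressed in HEK293T cells | Amount: Enzyme 0.24 nM | Measured by: Fluorescence polarization readout | Medium: Tris/NaCl/DTT buffer, pH 7.5 | Compound dosing: One concentration, 12.5 µM, 0.25% DMSO | Times: 90 min incubation of compound, enzyme and substrate at room temperature | Control set: no-enzyme wells high, enzyme-with-substrate wells low | Read-out: % inhibition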
FAS TE block – FAS thioesterase (human) inhibition; inhibition, % at 15 µM; 0.67% of 360,000 active; recombinant FAS-TE, OMFH fluorogenic substrate, fluorescence endpoint;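 active means compounds whose normalised, plate-corrected inhibition of enzyme fluorescence in the single-dose primary screen is 50% or more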;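 further: 0% = DMSO with enzyme and 100% = substrate without enzyme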
SKN-1 inh – inhibitors of C. elegans SKN-1; C. elegans VP596 Pgst-4::GFP/RFP ratio, acrylamide-induced, 24 h; inhibition, % at 21.8 µM; 0.49% of 360,000 active;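 active means interference check ratio from 0.5 to 1.5 plus GFP to RFP signal ratio inhibition reaching or exceeding a fixed threshold, cut at about 30% in these data, passing the limit was not always enough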; further: some compounds called inactive have numbers as strong as hits
An asterisk follows results filed as active; i = inactive; / = no result given; + = active, no number.

SMILES	Rpn11 block	MT1-MMP act inh	Neddylation inh	PABP1 MLLE inh	NadD inh	Rin1 Abl inh	CSN inh	FAS TE block	SKN-1 inh
COc1ccccc1C(=O)Nc1nnc(S(=O)(=O)N2CCCCCC2)s1	i	6	i	-26	-7	1	-2	-1	0
CCOc1cccc(-c2c(C(=O)N/N=C(\C)c3cccs3)nnn2-c2nonc2N)c1	i	-6	i	2	-2	6	1	3	-4
COc1ccc(C(O)c2nc(-c3cc(F)cc(F)c3)cs2)cc1 (stereo not given)	i	2	i	0	-3	-4	2	19	13
Cc1ccc(S(=O)(=O)N2CCCCC2)cc1C(=O)N1C(C)CCCC1C (stereo not given)	i	3	i	4	-3	7	1	-2	-4
Cc1ccc(C(=O)NCC2(c3ccccc3)CCCC2)cc1	i	-2	i	8	-8	-5	4	11	-3
CCN1CCN(c2nc3c(c(=O)[nH]c(=O)n3C)n2CCSc2nc3ccccc3s2)CC1	i	-7	i	21	7	4	0	-5	1
COCc1c(C(=O)N2CCc3ccccc32)oc2ccccc12	i	-3	i	4	-5	4	4	11	6
Cc1c(C)[n+](=O)c(-c2cccs2)c(C)n1[O-]	i	11	i	-2	-1	-2	2	-4	-13
COc1ccc(C(=O)c2c3ccc(OC)cc3[n+]([O-])n2Cc2ccc(C(N)=O)cc2)cc1	i	1	i	2	6	7	-3	-3	-2
c1ccc(Cc2cc[n+](Cc3ccccn3)cc2)cc1	i	0	i	0	-1	-2	-2	-8	-20
CC(C)(Oc1ccc(Cl)cc1)C(=O)Nc1cccnc1	i	-1	i	1	0	-3	1	-4	3
O=C(Nc1ccccc1Cl)c1cccs1	i	12	i	-6	3	-2	-8	4	-7
Cn1c(=O)c2c(nc(C(O)c3ccccc3)n2C)n(C)c1=O (stereo not given)	i	0	i	11	-1	4	-7	-4	-7
O=C1C=C(N2CCN(C(=O)c3ccccc3)CC2)C2(CCCCC2)O1	i	1	i	0	-2	0	-3	-7	10
CCc1nc2c(OCc3ccc(C#N)cc3)cccn2c1N(C)C(=O)c1cccs1	i	-4	i	5	1	-2	-5	-3	23
Cc1cc(-c2ccc(C)c(S(=O)(=O)Nc3ccc(S(N)(=O)=O)cc3)c2)on1	i	1	i	1	-8	0	0	-6	6
COc1ccc(C2=NOC(C(=O)N3CCCc4ccccc43)C2)cc1 (stereo not given)	i	1	i	2	-3	-1	-6	7	-13
Cc1ccc(OCCN(C)C(=O)C2CCC(=O)N(CC3CCCCC3)C2)cc1 (stereo not given)	i	4	i	-12	2	-2	-3	4	-9
O=C(CN1C(=O)c2ccccc2C1=O)OCCOCCN=C1NS(=O)(=O)c2ccccc21	i	4	i	-3	3	0	-7	-4	3
COc1ccc(-c2c(-c3cc(OC)cc(OC)c3)n(C)c3ccc(-c4ccc(OC)nc4)cc23)cc1	i	3	i	-3	16	2	0	34	-6
COc1ccc([C@H]2CC(=O)C[C@@H](CCn3cc(-c4ccc(F)cc4)nn3)O2)cc1	/	5	i	/	-2	/	-2	-1	13
CC(C)N(C(=O)[C@H]1C[C@H](CC(=O)NCC23CC4CC(CC(C4)C2)C3)C(=O)N2CCc3c([nH]c4ccc(Cl)cc34)[C@]12C)C(C)C	i	-12	i	-6	13	0	-6	34	1
COc1ccc(C(=O)OCC(=O)NC2CCCCCC2)cc1OC	i	/	i	9	1	3	0	-8	-4
O=C(Nc1ccccc1)c1ccccc1C(=O)N1CCCCC1	i	1	i	7	-9	3	3	-4	14
O=C(C1CCN(S(=O)(=O)c2cccnc2)CC1)N1CCN(c2ccc(Cl)cc2)CC1	i	-16	i	-6	-1	-1	0	1	-5

Remaining list, next part
SMILES	Rpn11 block	MT1-MMP act inh	Neddylation inh	PABP1 MLLE inh	NadD inh	Rin1 Abl inh	CSN inh	FAS TE block	SKN-1 inh
O=C1c2ccccc2C(=O)N1CCSc1nc2ccccc2c(=O)n1CCCN1CCOCC1	i	-4	i	5	-8	1	4	20	5
CCOC(=O)C1CCN(S(=O)(=O)c2ccc3c4c(cccc24)C(=O)N3)CC1	i	2	i	3	3	-1	-5	1	1
CCCC(C)NC(=O)c1nc(-c2ccccc2)n(-c2ccccc2)n1 (stereo not given)	i	-1	i	-7	-1	0	3	0	-10
CCCS(=O)(=O)N1CCN(Cc2ccc(OCc3ccccc3)c(OC)c2)CC1	i	-4	i	-2	-6	1	2	12	14
CC(C)NC(=O)c1ccccc1NC(=O)Cc1ccc(Cl)cc1	i	0	i	10	2	2	-2	-1	16
CCCCN(C(=O)CC1CCCC1)c1c(N)n(CCC)c(=O)[nH]c1=O	i	-4	i	-21	0	2	-4	-2	16
CCC(OC(=O)c1cccs1)C(=O)NCc1ccco1 (stereo not given)	i	3	i	2	3	-3	-1	-2	-2
COc1ccccc1NS(=O)(=O)c1cc(NC(=O)c2cccc(S(=O)(=O)N(C)C)c2)ccc1N1CCOCC1	i	8	i	9	8	-7	1	35	-2
CC(C)c1ccc(NC(=O)CSC(C)c2nc3ccccc3c(=O)[nH]2)cc1 (stereo not given)	i	1	i	-6	-7	1	2	1	-5
O=[N+]([O-])c1ccccc1CN1CCN(Cc2ccc3ccccc3c2)CC1	i	1	i	9	-2	-1	1	9	-1
COc1ccc(S(=O)(=O)N2CCN(C(=O)c3c(C)nn(-c4ccccc4)c3Cl)CC2)cc1	i	1	i	8	-4	3	1	3	1
COc1ccc(C(=O)Nc2ccc3c(c2)CCCN3C(=O)c2cccs2)c(OC)c1	i	6	i	-4	-12	9	2	18	-2
Cc1ccc(SCCC(=O)Nc2ccccc2Br)cc1	i	-2	i	6	-8	2	-6	19	6
COc1ccccc1NC(=O)N1CCCC1C(=O)NCc1ccccc1Cl (stereo not given)	i	4	i	1	2	1	-2	-6	13
CN(C)CCN(Cc1cc2cc3c(cc2[nH]c1=O)OCO3)C(=S)NCC1CCCO1 (stereo not given)	i	3	+	-82	6	-1	1	-2	3
Cc1sc2nc(CSC(C)C(=O)Nc3ccc(Cl)cn3)[nH]c(=O)c2c1C (stereo not given)	i	-8	i	-3	-6	1	5	-10	-2
CCOc1ccc(C(C)NC(=O)C2CCC2)cc1 (stereo not given)	i	2	i	5	9	1	-11	-14	-2
Cc1cc(=O)[nH]c(Nc2c(C)n(C)n(-c3ccccc3)c2=O)n1	i	5	i	23	-1	0	-2	-2	-8
CC(C)NCC(=O)Nc1c2c(nc3ccccc13)CCC2	i	0	i	3	-2	-2	-1	-2	10
Clc1ccc(CSc2nnc(-c3ccncc3)s2)cc1	i	-4	i	-9	1	-1	106	7	27
COc1ccc(C(=O)Nc2cc(C(F)(F)F)ccc2-n2cnc3ccccc32)cc1	i	8	i	4	-4	1	0	14	3
O=C1CCC(=O)N1c1ccc(-c2nc3sc4c(c3c(=O)o2)CCC4)cc1	i	0	i	0	-1	1	1	3	-8
COC(=O)c1c(C)nc(C)c(C(=O)OC)c1-c1cccs1	i	0	i	-10	-1	-4	-2	-3	-3
O=S(=O)(Cc1ccccc1Cl)CC(O)COc1ccccc1Cl (stereo not given)	i	2	i	-1	-1	-1	8	-4	3
CC1CCC(C(=O)NC(C(=O)NCc2cccnc2)C(C)C)CC1 (stereo not given)	i	10	i	10	1	1	8	-2	9

Reprinted from the entries so far for reference:
SMILES	Rpn11 block	MT1-MMP act inh	Neddylation inh	PABP1 MLLE inh	NadD inh	Rin1 Abl inh	CSN inh	FAS TE block	SKN-1 inh
CCC(OC(=O)c1cccs1)C(=O)NCc1ccco1 (stereo not given)	i	3	i	2	3	-3	-1	-2	-2
COc1ccccc1NS(=O)(=O)c1cc(NC(=O)c2cccc(S(=O)(=O)N(C)C)c2)ccc1N1CCOCC1	i	8	i	9	8	-7	1	35	-2
CC(C)c1ccc(NC(=O)CSC(C)c2nc3ccccc3c(=O)[nH]2)cc1 (stereo not given)	i	1	i	-6	-7	1	2	1	-5
O=[N+]([O-])c1ccccc1CN1CCN(Cc2ccc3ccccc3c2)CC1	i	1	i	9	-2	-1	1	9	-1

Carrying on:
SMILES	Rpn11 block	MT1-MMP act inh	Neddylation inh	PABP1 MLLE inh	NadD inh	Rin1 Abl inh	CSN inh	FAS TE block	SKN-1 inh
Cc1ccc(O)c(NS(=O)(=O)c2cccc3nsnc23)c1	i	0	i	31	-7	-5	-4	3	7
O=C(Nc1cccc(C(F)(F)F)c1)Nc1ccc2[nH]c(=O)[nH]c2c1	i	4	i	-3	1	1	6	-4	2
COC(=O)CCC(=O)Nc1ccc(S(=O)(=O)N2CCCCCC2)cc1	i	-2	i	-3	3	-3	-4	-1	23
CC1(C(=O)NS(=O)(=O)Cc2ccccc2C(F)(F)F)CCN1C(=O)c1ccco1 (stereo not given)	i	5	i	3	-1	-4	-2	-10	1
O=C(O)c1ccc(-c2ccccc2)[nH]c1=O	i	0	/	15	-8	-4	1	-4	-3
CCC(=O)c1ccc(OCC(=O)OCC(=O)Nc2cccc(S(=O)(=O)N3CCCC3)c2)cc1	i	1	i	-22	-5	-3	-4	-4	14
COc1cc(OC)c(N(C)S(=O)(=O)c2cccc(C(=O)OCC(=O)N(C)C3CCCCC3)c2)cc1Cl	i	1	i	-9	1	-1	0	66*	1
N#Cc1c(Cl)cccc1N1CCC(C(N)=O)CC1	i	-1	i	-5	0	-2	3	-8	7
CCOC(=O)C1CCN(C(C(=O)NC2CCCC2)c2ccc(C)cc2)CC1 (stereo not given)	i	1	i	-6	1	1	-2	-2	15
CCc1ccc(OCCCC(=O)Nc2ccc(N3CCOCC3)cc2)cc1	i	4	i	-4	2	-1	2	-2	5
COc1ccc(N2C(=O)CCC(C(=O)O)C2c2ccccc2OC)cc1 (stereo not given)	i	2	i	-1	0	2	2	-5	4
Cc1oc(-c2ccccc2)nc1CC(=O)O	i	7	i	-6	-1	-1	-1	-4	21
COc1ccccc1/C=N\Nc1ccccc1[N+](=O)[O-]	i	9	i	-10	-6	-2	4	12	5
Cc1cccc(C)c1OCc1cc(C(=O)N2CCN(c3ccccn3)CC2)no1	i	1	i	26	-5	1	-2	12	20
Cc1ccc(S(=O)(=O)N2[C@@H](c3ccccc3)C(C(=O)O)=CC[C@H]2c2ccc(Cl)cc2)cc1	i	-2	i	-1	7	3	-3	3	-14
COCCN(C(=O)c1ccc(OC2CCN(S(=O)(=O)N(C)C)CC2)cc1)C(C)C	i	6	i	10	0	-2	3	-3	20
CC(C)=CCCC(C)CN1CCC(N2CCC(C(=O)N3CCOCC3)CC2)CC1 (stereo not given)	i	2	i	-1	-6	-1	-2	-3	2
CCOC(=O)CC1(NC(=O)C2CCC(=O)N(CCc3ccc(OC)cc3)C2)CCCCC1 (stereo not given)	i	-2	i	9	0	-2	-2	-3	17
Cc1nc2c(-c3ccccc3)c(C)[nH]n2c(=O)c1Cc1ccccc1	i	-3	i	2	3	3	-5	4	3
COc1ccc(NC(=O)CN2CCN(c3ccc(F)cc3)CC2)cc1	i	0	i	6	-5	1	-3	3	-13
CS(=O)(=O)N1CCN(c2ccccc2NC(=S)NC(=O)c2ccccc2[N+](=O)[O-])CC1	i	-6	i	15	10	0	-2	19	-2
O=C(c1nsc(Cl)c1Cl)N1CCCCC1	i	1	i	-1	-1	-1	12	-8	13
COc1ccc(C(=O)C[C@@H]2OC3CCCCC3N2S(=O)(=O)c2ccc(C)cc2)cc1OC (stereo not given in full)	/	-1	i	/	/	/	-3	/	-2
Cc1ccccc1S(=O)(=O)NCC[C@@H]1CC[C@@H](NC(=O)C2CCCC2)[C@@H](CO)O1	/	1	i	/	/	/	-3	/	14

Bioassay records: PubChem BioAssay, several laboratories
